Screening results as filed in PubChem BioAssay.
IL-2 act = IL-2 activation | IL-2 activation reporter assay, cell-based qHTS; stimulated with anti-CD3/CD4/CD28 beads; in transgenic mouse T cells | activation, % (series mostly up to about 46 µM) | hit rate 0.065% among 360,000; in the data active = activation above about 50%; inconclusive = mostly about 30% to 49%; note: 0% is about no effect
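Unstimulated transgenic mouse T cells preincubated 60 min with compound, then stimulated with anti-CD3/anti-CD4-coated beads plus anti-CD28 for 18 h at 37 degrees C. IL-2 response read as EGFP and DsRed fluorescence by plate cytometry.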
PLK1 PBD inh = blocks phosphopeptide binding to human PLK1 polo-box domain. Plk1 PBD binding of FITC phosphopeptide, fluorescence polarization. Potency, µM, for the others: max response, negative = inhibition, actives largely listed as inhibitors. hit rate 2.8% among 360,000; note: potency is the fitted concentration of half-maximal effect; series mostly up to about 57 µM; % is set by controls: 0 for no effect and ±100 for the full control effect; nearly all actives have a fitted effect of over 65% in size
Target sequence (P53350 whole entry, looked up, the tested form may be a part): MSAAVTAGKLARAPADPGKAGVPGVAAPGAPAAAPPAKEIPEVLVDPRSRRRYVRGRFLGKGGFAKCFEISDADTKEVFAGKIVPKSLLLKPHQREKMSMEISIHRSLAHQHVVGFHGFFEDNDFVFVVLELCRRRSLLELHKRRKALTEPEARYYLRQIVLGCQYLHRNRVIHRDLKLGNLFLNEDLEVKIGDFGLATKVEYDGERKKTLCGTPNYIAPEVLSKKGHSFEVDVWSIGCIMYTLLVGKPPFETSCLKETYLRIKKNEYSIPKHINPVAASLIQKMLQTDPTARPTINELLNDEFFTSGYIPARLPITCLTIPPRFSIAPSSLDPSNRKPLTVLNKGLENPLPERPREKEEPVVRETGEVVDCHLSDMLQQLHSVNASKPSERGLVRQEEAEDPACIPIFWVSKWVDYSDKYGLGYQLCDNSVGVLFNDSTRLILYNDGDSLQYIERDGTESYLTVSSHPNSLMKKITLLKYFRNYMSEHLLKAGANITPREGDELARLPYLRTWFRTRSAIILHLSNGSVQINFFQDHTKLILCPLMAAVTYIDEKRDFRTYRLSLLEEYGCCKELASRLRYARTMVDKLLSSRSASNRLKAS
EPAC1 antag = antagonists of human EPAC1. hit rate 0.14% among 360,000. EPAC1 GEF assay, Rap1b-BODIPY-GDP exchange fluorescence. O95398. Potency, µM (highest dose often 115 µM), inactives show top-dose activity change, negative = inhibition, usual class: inhibitors. AID 720709;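 note: potency is the fitted concentration of half-maximal effect; plate controls were vehicle for no effect and positive control for full effect; nearly all actives have a fitted effect of over 50% in size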
WRN helicase inh = blocks human WRN helicase; WRN helicase unwinding, fluorescent forked duplex, kinetic; AID 651768; Q14191; Potency, µM (doses to about 114 µM), inactives show at the top dose activity change, negative = inhibition, hits mostly inhibitors; hit rate 0.46% among 360,000; note: potency is the fitted concentration of half-maximal effect; % is set by controls: 0 for no effect and ±100 for the full control effect; nearly all actives have a fitted effect of over 55% in size
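Screening of the MLSMR collection measured strand separation of a quenched forked DNA duplex (100 nM) by 20 nM WRN with 2 mM ATP, all final. Compounds were preincubated with enzyme 15 min at room temperature.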
Abeta yeast res = compounds reversing amyloid beta toxicity in yeast; yeast expressing A-beta42, growth rescue, OD600, 48 h; response scale: 0% DMSO, 100% iron-clioquinol control; hit rate 0.063% among 410,000; AID 1347071; Potency, µM (highest dose often 46.1 µM), inactives show top-dose growth rescue, most hits filed as activators; note: potency is the fitted concentration of half-maximal effect; nearly all actives have a fitted effect of over 55% in size
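Growth rescue measured by 600 nm absorbance after 48 h yeast culture at 30 C with compound. Values normalized between DMSO and an equimolar ferric chloride plus clioquinol control.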
PI5P4Ka inh = blocks human PI5P4K alpha kinase activity; PI5P4Kalpha enzyme, ADP-Glo luminescence, 60 min; hits give low values; max response, %; hit rate 1.2% among 330,000; active = max response of -50% or lower; inconclusive = between -30% and -50%; inactive = -30% or higher; note: value at the top dose of about 77 µM; % is set by controls: 0 for no effect and ±100 for the full control effect
Target sequence (P48426 whole entry, looked up): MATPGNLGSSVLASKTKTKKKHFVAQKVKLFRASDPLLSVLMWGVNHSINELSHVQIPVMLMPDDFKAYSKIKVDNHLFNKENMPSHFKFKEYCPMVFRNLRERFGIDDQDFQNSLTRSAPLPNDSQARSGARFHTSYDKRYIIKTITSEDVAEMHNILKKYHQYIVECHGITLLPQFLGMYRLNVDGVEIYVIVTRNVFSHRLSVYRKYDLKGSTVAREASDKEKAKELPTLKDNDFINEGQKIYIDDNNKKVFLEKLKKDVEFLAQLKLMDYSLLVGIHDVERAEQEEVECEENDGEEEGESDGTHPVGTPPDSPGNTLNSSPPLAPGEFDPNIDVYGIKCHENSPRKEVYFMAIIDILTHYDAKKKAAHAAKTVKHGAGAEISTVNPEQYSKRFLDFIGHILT
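qHTS, 1536-well: enzyme/substrate mix, compound by pin tool, 5 microM ATP final; RT 60 min; ADP-Glo reagents 1 (45 min) then 2 (30 min); luminescence.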
EPAC1 ag = activates human EPAC1 exchange factor | O95398 | EPAC1 agonist qHTS, biochemical assay; response scale: 100% = response to 6.5 mM cAMP | Potency, µM (highest dose often 154 µM), without a hit: top-dose activation, actives largely listed as activators | hit rate 0.073% among 360,000 | AID 720707; note: potency is the fitted concentration of half-maximal effect; nearly all actives have a fitted effect of over 60% in size
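Multi-concentration qHTS readout: loss of Rap1B-bound BODIPY-GDP fluorescence driven by 100 nM EPAC1 with excess GDP (50 uM), monitored kinetically at room temperature; agonist response expressed relative to 6.5 mM cAMP.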
aSyn yeast inh = inhibitors of alpha-synuclein toxicity in yeast; Yeast expressing alpha-synuclein, growth rescue, BacTiter-Glo, 24 h; Potency, µM (top dose mostly 46.1 µM), for inactives: top-dose growth rescue (activation), usual class: activators; hit rate 0.14% among 370,000; AID 652106; note: potency is the fitted concentration of half-maximal effect; % of control where 0% means no effect; nearly all actives have a fitted effect of over 65% in size
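Rescue of yeast growth: cells expressing toxic alpha-synuclein, induced in galactose at OD600 0.02, incubated with compound 24 h at 30 C. ATP luminescence quantified growth; inhibitors of toxicity appear as activators.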
FUS yeast rescue = rescues growth of FUS-expressing yeast; S. cerevisiae FUS-expressing, growth rescue, OD600, 24 h; Potency, µM (top dose mostly 76.6 µM), for inactives: at the top dose growth rescue (activation), most hits filed as activators; hit rate 0.24% among 390,000;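 note: potency is the fitted concentration of half-maximal effect; plate controls were DMSO vehicle for no effect and reference control for full effect; nearly all actives have a fitted effect of over 55% in size; some results filed as inactive show a strong effect at the top dose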
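Compound concentration series was pinned onto galactose-induced FUS-expressing yeast seeded at OD 0.005. Plates sat 24hr at 30C; absorbance at 600 nm gave growth. DMSO served as background control.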
An asterisk follows results filed as active; ? = inconclusive; · = not tested or not shown; & = joins results of further samples; [ ] = dose if it differs, or a comment. Unless noted, calls come from the whole dose curve; as a rule, active = well fitted curve in the direction sought with a large enough effect; inconclusive = small, poorly fitted or top-dose-only effect, or another doubt; inactive = no such curve, though single readings can be large; an effect the other way counts as inactive or inconclusive.

SMILES	IL-2 act	PLK1 PBD inh	EPAC1 antag	WRN helicase inh	Abeta yeast res	PI5P4Ka inh	EPAC1 ag	aSyn yeast inh	FUS yeast rescue
Cc1ccc(-c2nc(CS(=O)CC(=O)NCc3ccc(F)cc3)c(C)o2)cc1 (configuration not stated)	5.3	-7%	-14%	-6%	·	2	2%	-5%	7%
COC(=O)C1C2C=CC3(CN(c4cccc(C)c4)C(=O)C13)O2 (configuration not stated)	-2.5	-11%	-6%	?	-7%	-16	5%	-1%	·
CCCC(C)NC(=O)CSc1nnc(-c2c[nH]c3ccccc23)o1 (configuration not stated)	-1.8	1%	-5%	-27%	3%	-11	-2%	-5%	-2%
COC(=O)C(CC(=O)c1ccc(Br)cc1)n1cccn1 (configuration not stated)	-1.1	-24%	-4%	-20%	-2%	-3	1%	1%	6%
CCN(CC)S(=O)(=O)c1ccc(OC)c(NC(=O)c2ccc(OC)c([N+](=O)[O-])c2)c1	-3.0	-3%	7%	-1%	-2%	0	5%	4%	-4%
Cc1cccc(CC(=O)NC2CCS(=O)(=O)C2)c1 (configuration not stated)	-4.6	-5%	-2%	-3%	3%	3	7%	-1%	-5%
CCn1c(CNC(=O)c2ccc3c(c2)OCO3)nnc1SCC(=O)Nc1cc(C)ccc1OC	0.5	1%	0%	-4%	0%	-1	0%	3%	3%
CC1(c2ccc(Cl)cc2)NC(=O)N(CC(=O)Nc2ccc(F)cc2)C1=O (configuration not stated)	-1.2	-3%	-12%	-3%	-4%	16	-1%	2%	-10%
CC(C)c1ccc(C2(C)NC(=O)N(CC(=O)NC3(C#N)CCCC3)C2=O)cc1 (configuration not stated)	-0.8	4%	-13%	5%	13%	-3	-9%	-10%	·
Cc1cc(S(=O)(=O)c2ccc(Cl)cc2)nc(S(=O)(=O)c2ccc(Cl)cc2)c1C#N	-4.8	2.7µM*	-9%	-4%	-81%[inhibitor]	-30	-7%	-73%[inhibitor]	14%
COc1cc(CN2CC(=O)N(c3ccccc3Cl)C2=S)cc(OC)c1OC	-1.6	-15%	-8%	-2%	9%	-2	-3%	3%	17%
Cc1ccc(NC(=O)C2CCCCC2C(=O)O)cc1C (configuration not stated)	0.9	-6%	-23%	-14%	-1%	-4	-9%	-5%	-7%
CN(C(=O)CNC(=O)c1ccc(Br)o1)C1CCCCC1	-0.8	2%	1%	-13%	8%	6	6%	2%	·
O=C(NCc1ccccc1)c1ccc(NC(=O)c2ccco2)cc1	-2.3	-1%	-8%	7%	-7%	-2	-6%	0%	-10%
Cc1ccccc1C(=O)O/N=C/c1c(N2CCOCC2)n(C)c2ccccc12	-2.9	-6%	1%	-6%	-54%[inhibitor]	·	16%	9%	24%

Reprinted at random: 4 entries already listed
SMILES	IL-2 act	PLK1 PBD inh	EPAC1 antag	WRN helicase inh	Abeta yeast res	PI5P4Ka inh	EPAC1 ag	aSyn yeast inh	FUS yeast rescue
Cc1cccc(CC(=O)NC2CCS(=O)(=O)C2)c1 (configuration not stated)	-4.6	-5%	-2%	-3%	3%	3	7%	-1%	-5%
Cc1ccccc1C(=O)O/N=C/c1c(N2CCOCC2)n(C)c2ccccc12	-2.9	-6%	1%	-6%	-54%[inhibitor]	·	16%	9%	24%
COC(=O)C1C2C=CC3(CN(c4cccc(C)c4)C(=O)C13)O2 (configuration not stated)	-2.5	-11%	-6%	?	-7%	-16	5%	-1%	·
Cc1ccc(-c2nc(CS(=O)CC(=O)NCc3ccc(F)cc3)c(C)o2)cc1 (configuration not stated)	5.3	-7%	-14%	-6%	·	2	2%	-5%	7%

Next part
SMILES	IL-2 act	PLK1 PBD inh	EPAC1 antag	WRN helicase inh	Abeta yeast res	PI5P4Ka inh	EPAC1 ag	aSyn yeast inh	FUS yeast rescue
Cc1ccccc1N(CC(=O)NC1CCCC1)C(=O)c1oc(C(C)(C)C)cc1C	-2.4	-7%	10%	-1%	13%	·	7%	14%	18%
C/C(NC1CCCCC1)=C(/C#N)C(=O)NCCN1CCOCC1	-0.4	-2%	2%	4%	7%	0	0%	3%	6%
CC(C)c1nnc(SCC(=O)N2CCN(C(=O)c3ccco3)CC2)n1N	-0.9	-2%	-2%	-6%	7%	2	9%	0%	0%
COc1ccc([C@H]2CC(=O)C=C(c3ccc(Cl)c(Cl)c3)C2)cc1	-0.2	5%	9%	-31%	7%	11	-1%	12%	-1%
CN(Cc1ccccc1)C(=O)CCS(=O)(=O)c1ccc2c(c1)oc(=O)n2C	-0.4	-9%	-26%	3%	5%&-19%	-4	-7%	2%	9%&3%
Cc1ccc2nc(SCC(=O)Nc3cc(C)on3)nc(=O)n2c1	0.1	-4%	-6%	-10%	0%	-1	17%	3%	-5%
Cc1ccc(N(C(=O)CNC(=O)c2ccco2)C(C(=O)NC2CCCC2)c2cccnc2)cc1F (configuration not stated)	3.3	-10%	-4%	-2%	2%	-4	-2%	0%	12%
CC1=NNC(=O)C1CCC(=O)N/N=C/C(Br)=C/c1ccccc1 (configuration not stated)	-2.9	0%	1%	3%	0%	4	-1%	13%	·
O=C(Nc1ccccc1)Nc1snnc1C(=O)Nc1cccc(O)c1	0.4	-6%	-9%	-9%	8%	-12	15%	4%	10%
CCN(C[C@H]1N[C@@](C)(C(=O)OC)[C@H]2C(=O)N(Cc3ccccc3)C(=O)[C@@H]12)C(=O)Nc1ccc(C)cc1	-0.4	-9%	2%	-2%	0%	2	5%	1%	2%
CN1C(C(=O)Nc2ccc(OC(F)(F)F)cc2)=CC(c2ccco2)=NS1(=O)=O	-0.9	-7%	-28%	-13%	6%	0	5%	7%	-15%
Cc1cc(C(=O)Nn2c(C3CCCCC3)nc3ccccc3c2=O)ccc1[N+](=O)[O-]	0.6	-9%	-10%	0%	11%	0	4%	-1%	-3%
Cc1ccc(-n2c(O)c(/C=N/n3cnnc3)c3ccccc3c2=O)cc1	0.3&0.8	?	-14%&-17%	-26%&-21%	-14%&0%	·	6%&7%	0%&11%	?
CCc1nc(C#N)c(N2CCOCC2)o1	-1.5	0%	3%	5%	9%	-3	-1%	-2%	-15%
Cc1ccc(OCC(O)CNC(=O)c2ccccc2C(=O)O)cc1 (configuration not stated)	-2.8	-10%	4%	1%	-18%	0	-1%	1%	11%
N#Cc1cc(C(=O)c2cc(Br)ccc2O)cn(C2CCCCC2)c1=O	-0.1	-20%	3%	-7%	-9%	·	4%	-2%	38%
CCN(CC)S(=O)(=O)c1ccc(N2CCOCC2)c(NC(=O)c2ccc(=O)n(C)n2)c1	0.5	-6%	-22%	1%	5%	7	5%	0%	-5%
CC1Cc2ccccc2N1C1=NS(=O)(=O)c2ccccc21 (configuration not stated)	-0.7	-4%	13%	-1%	-4%	·	6%	-1%	-4%
COc1ccc(NC(=O)C2C3C=CC(O3)C2C(=O)NCc2cccnc2)cc1 (configuration not stated)	-3.5	-1%	1%	8%	7%	·	1%	-8%	9%
CN(C)CCCC(C)(O)C(C)(C)c1ccccc1 (configuration not stated)	-0.8	1%	-11%	-4%	5%	-4	9%	3%	·
O=C(CNC(=O)c1cccs1)NCCN1CCN(c2ccccc2F)CC1	-0.5	-3%	-7%	-7%	14%	·	9%	0%	-5%
O=C(OCC(=O)N1CCC(Cc2ccccc2)CC1)c1ccc[nH]c1=O	-0.3	-2%	17%	4%	1%	5	1%	0%	-17%
CCN(C(=O)Nc1cccc2ccccc12)c1ccccc1	-1.4	-4%	12%	2%	-8%	0	-3%	2%	-31%
COc1ccccc1N1CCN(CCN2C(=O)C3CCCN3C2=O)CC1 (configuration not stated)	4.4	-10%	6%	-29%	0%	-4	5%	0%	2%
C=CCN(CC=C)C(=S)NCCc1ccc(OC)c(OC)c1	0.9	-7%	-11%	-25%[57.1 µM]	11%	-5	-1%	-5%	0%
O=C(OCC(=O)c1c[nH]c2ccccc12)c1cc2ccccc2cc1O	0.2	-1%	53%[activator]	?	12%	-15	6%	-1%	19%
O=C(O)CSc1c(-c2ccccc2)c2cc(Cl)ccc2[nH]c1=O	-2.4	-24%	12%	-12%	-17%	?	-9%	-3%	·
O=C(O)c1ccc(NS(=O)(=O)c2ccc3c(c2)C(=O)c2cc(S(=O)(=O)Nc4ccc(C(=O)O)cc4)ccc2-3)cc1	-0.2	-6%	-15%	-10%[11.6 µM]	-4%	-1	-5%	6%	?
Cn1c(Cc2ccccc2)nnc1SCc1nc2ccccc2c(=O)[nH]1	-0.5	-6%	-5%	-14%	1%	1	-9%	7%	15%
CN(Cc1ccccc1)C(=O)COC(=O)c1ccc(-n2cnnn2)cc1	-3.3	-5%	5%	-2%	8%	-6	0%	4%	3%
Cc1ccc(OCC(=O)Nc2cc(-c3nn4c(C)nnc4s3)ccc2C)cc1	-2.6	-2%	-6%	3%	-12%	-8	5%	-1%	-8%
O=C(CCC(=O)N1CCOCC1)NCCc1ccc(F)cc1	1.4	-14%	-1%	5%	8%	2	6%	0%	·
CS(=O)(=O)N(CC(=O)Nc1ccccc1C(=O)NCc1ccccc1)c1ccc2c(c1)OCCO2	-1.1	-3%	-3%	-10%	3%	·	16%	6%	26%
CC(C)N(C)CCOC(=O)c1ccccc1Cl	-0.3	-10%	10%	5%	0%	-6	-2%	-8%	·
CC(C)c1cc(C(=O)Nc2cccc(C(F)(F)F)c2)no1	1.0	-1%	-9%	-21%	?	·	-13%	-12%	10%
O=C(Nc1ccc(S(=O)(=O)N2CCOCC2)cc1)c1ccc(Cl)c([N+](=O)[O-])c1	-0.5	27µM*	-23%	-4%	0%	-6	7%	16%	6%
CCC(C)(C)NC(=O)CN(C(=O)CCC(=O)Nc1cc(C)ccn1)c1ccc2c(c1)OCCO2	-0.3	-5%	-10%	1%	-1%	1	6%	2%	6%
O=C(NCc1ccc(F)cc1)C1CCN(S(=O)(=O)c2ccc3c(c2)OCCCO3)CC1	0.5	2%	-18%	-5%	-1%	4	3%	?	·
CC(Oc1cccc(Cl)c1)c1ccnc2nc(/N=C/N(C)C)nn12 (configuration not stated)	-0.7	-5%	-29%	-11%	3%	0	12%	1%	7%
O=C(Nc1ccccc1N1CCN(C(=O)c2ccc(Cl)cc2)CC1)c1cc(Br)ccc1Cl	-3.1	-5%	-6%	-9%	14%	0	10%	12%	?
